Screening data deposited in PubChem BioAssay by National Center for Advancing Translational Sciences (NCATS).
GAA glycogen: GAA glycogen-cleavage inhibition or activation; AID 2100; 300,000 compounds, 0.38% hits; Potency, µM (highest dose often 76.4 µM), for inactives: at the top dose activity change, negative = inhibition, usual class: inhibitors; P10253; recombinant GAA, glycogen substrate, Amplex Red glucose oxidase fluorescence;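 also: 0% = full enzyme reaction and -100% = no-enzyme basal signal; the screen sought inhibitors and activators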
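qHTS, 1536-well; enzyme 4 nM final; cpd up to 77 uM; substrate bovine liver glycogen 30 ug; 50 mM citrate/phosphate pH 5.0, 0.01% Tween-20; 37 C, 40 min; Amplex Red detection 45 min RT; Hill fit → AC50.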
aGal spleen mod: inhibitors or activators of human alpha-galactosidase in spleen homogenate. Potency, µM (highest dose often 80 µM), inactives show at the top dose activity change, negative = inhibition, most hits filed as inhibitors. P06280. human spleen homogenate, 4MU-alpha-Gal fluorescence, 40 min. 240,000 compounds, 0.008% hits;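 also: 0% = enzyme with vehicle and -100% = no enzyme basal signal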
Target sequence (P06280 32-429 limits assumed): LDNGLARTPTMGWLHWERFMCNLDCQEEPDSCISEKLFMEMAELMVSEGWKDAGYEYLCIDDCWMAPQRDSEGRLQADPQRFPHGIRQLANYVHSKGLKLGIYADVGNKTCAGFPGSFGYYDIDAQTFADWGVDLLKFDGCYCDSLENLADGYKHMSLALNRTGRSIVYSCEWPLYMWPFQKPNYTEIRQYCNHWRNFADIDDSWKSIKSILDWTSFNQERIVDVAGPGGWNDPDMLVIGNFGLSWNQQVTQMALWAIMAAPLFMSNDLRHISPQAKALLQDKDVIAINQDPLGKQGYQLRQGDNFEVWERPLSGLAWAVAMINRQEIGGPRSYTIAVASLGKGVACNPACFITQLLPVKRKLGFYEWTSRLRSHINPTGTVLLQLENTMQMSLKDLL
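qHTS titration in buffer at pH 5.0. Alpha-galactosidase activity in spleen homogenate was measured via 4-methylumbelliferone release from 1 mM fluorogenic substrate after 40 min at 37C and a pH 10 stop. AC50 came from Hill fits of control-normalized data.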
GAA spleen mod: lysosomal alpha-glucosidase (human) modulation; P10253; human spleen homogenate, 4-MU-alpha-glucoside fluorescence; Potency, µM (top dose mostly 79.9 µM), for inactives: at the highest dose activity change, negative = inhibition, usual class: inhibitors; 240,000 compounds, 0.006% hits;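 also: 0% = enzyme with vehicle and -100% = no enzyme basal signal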
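AC50 values come from Hill-equation fits of concentration-response data, normalized to no-enzyme and full-activity controls. Enzyme source: 1 ug human spleen homogenate; 1 mM fluorogenic 4-MU glucoside, pH 5.0 citrate buffer, 37 C, 40 min.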
Tau ThT inhib: blocks human tau fibril formation measured by thioflavin T; P10636; Potency, µM (titrated, usually from 57.4 µM), for inactives: at the highest dose activity, negative = inhibition, actives largely listed as inhibitors; 270,000 compounds, 2.1% hits; recombinant tau K18 P301L, heparin-induced fibrillization, ThT fluorescence; also: % is scaled to controls: 0 for no effect and ±100 for the full control effect; nearly all actives have a fitted effect of over 55% in size
Target sequence (P10636 561-689 P618L limits assumed): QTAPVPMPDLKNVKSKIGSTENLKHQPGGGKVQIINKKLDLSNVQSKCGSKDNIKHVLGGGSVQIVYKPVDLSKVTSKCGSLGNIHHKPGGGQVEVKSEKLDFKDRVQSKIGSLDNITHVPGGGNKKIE
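In this qHTS, human K18 P301L tau is incubated with compound and heparin for 6 hr at 37 C, and Thioflavin T fluorescence then reports fibril load.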
GAA inhib: inhibitors of human lysosomal alpha-glucosidase. P10253. 200,000 compounds, 0.005% hits. Potency, µM (highest dose often 76.9 µM), for inactives: top-dose activity change, negative = inhibition, most hits filed as inhibitors. purified human GAA, 4-MU-alpha-glucoside fluorescence;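 also: plate controls were uninhibited enzyme wells for no effect and no-enzyme background for full effect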
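Enzyme (4 nM final) mixed with compound (up to 77 uM), then 4-MU-alpha-D-pyranoside (400 uM final) added; 20 min at room temperature, pH 5.0. Reaction stopped at pH 10, fluorescence read, AC50 derived by Hill fit.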
Tau fibril FP: inhibitors of human tau fibril formation. P10636. K18 P301L tau heparin fibrillization, Alexa594 FP, 6 h. Potency, µM (top dose mostly 57.7 µM), for inactives: top-dose activity, negative = inhibition, actives largely listed as inhibitors. 280,000 compounds, 0.39% hits. AID 1468; also: % is scaled to controls: 0 for no effect and ±100 for the full control effect; nearly all actives have a fitted effect of over 55% in size
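K18 P301L tau (15 uM unlabeled/0.24 uM Alexa 594-labeled, final) + compound + heparin 20 uM final; 100 mM NaOAc pH 7; 6 hr 37 C; ThT 30 uM final added, 1 hr RT; FP ex 555/em 632 nm.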
HTT cytoprotect: Huntington cell model cytoprotection by ATP luminescence. 230,000 compounds, 0.14% hits. PC12 HTT-Q103 induced, cytoprotection, ATP luminescence, 40 h. Potency, µM (top dose mostly 56.4 µM), for the others: cytoprotection (ATP increase), actives largely listed as activators;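 also: % of control where 0% means no effect; nearly all actives have a fitted effect of over 45% in size; toxic huntingtin expression switched on by the ecdysone agonist tebufenozide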
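Compounds added alongside 100 nM tebufenozide, which induces toxic Q103 huntingtin exon 1-GFP in stable PC12 cells; surviving cells quantified by luminescent ATP measurement. Medium: phenol red-free DMEM, 5% equine and 5% calf serum.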
Tau fluor cs: counter-screen for tau fibril formation inhibitors | 280,000 compounds, 0.93% hits | Potency, µM (top dose mostly 57.7 µM), without a hit: top-dose activity change, negative = decrease | tau K18 P301L (four-repeat tau fragment) Alexa594 fluorescence, heparin fibrillization | AID 1463; also: % is scaled to controls: 0 for no effect and ±100 for the full control effect; nearly all actives have a fitted effect of over 55% in size
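Human K18 P301L tau (15 uM unlabeled plus 0.24 uM Alexa 594-labeled, final) in 100 mM sodium acetate pH 7 was mixed with compound and 20 uM heparin and incubated 6 hr at 37 C.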
* marks the source's active call; other numbers are inactive results; u = inconclusive; x = not tested or not shown; & = joins results of further samples; [ ] = dose if it differs, or a comment. Calls follow the shape of the dose curve; as a rule, active = well fitted curve in the direction sought with a large enough effect; inconclusive = small, poorly fitted or top-dose-only effect, or another doubt; inactive = no such curve, though single readings can be large; an effect the other way counts as inactive or inconclusive. Potency is read from the fitted curve at half-maximal effect.

compound,GAA glycogen,aGal spleen mod,GAA spleen mod,Tau ThT inhib,GAA inhib,Tau fibril FP,HTT cytoprotect,Tau fluor cs
O=C1CCc2cc(S(=O)(=O)NC(Cc3ccccc3)C(=O)N3CCN(c4ccccn4)CC3)ccc2N1 (stereo not drawn),11%,-12%,1%,2%,-5%,7%,1%,-1%
CN(C)S(=O)(=O)c1ccc(S(=O)(=O)N2CCCC2)cc1,5%,7%,1%,-4%,-2%,-10%,3%,-8%
Cc1cc(C)n(-c2ccc(C(=O)OCC(=O)NCc3ccc(Cl)cc3)cc2)n1,-15%,7%,-1%,5%,0%,12%,16%[10 µM],3%
COCCNC(=O)C(c1ccc(C)o1)N(C(=O)c1snc(C(N)=O)c1N)c1cc(C)cc(C)c1 (stereo not drawn),-7%,10%,1%,-11%,-8%,7%,14%,2%
O=C(NC1CCCCC1)N(Cc1ccccc1)Cc1ccco1,5%,-5%,0%,1%,-3%,8%,-4%,0%
CCc1ccc(CN(Cc2ccco2)C(=O)COc2ccc(Cl)cc2C)cc1,3%[76.3 µM],x,x,-15%,x,-1%,x,-5%
Cc1nc2ccccc2n1S(=O)(=O)c1ccc(S(=O)(=O)N2CCCCCC2)cc1,-5%,-2%,5%,5%,-8%,0%,2%,6%
O=C(Nc1ccc(N2CCN(Cc3ccccc3F)CC2)cc1)c1ccccc1[N+](=O)[O-],2%,-2%,-1%,-18%,3%,11%,-8%[10 µM],-27%
Cc1ccccc1C1C(C#N)=C2N=C(N)c3ccccc3N2C2=C1C(=O)CCC2 (stereo not drawn),-7%,-2%,-1%,x,x,8%,-11%[10 µM],u
CC12CCC(C(=O)N(CSC(=S)N/N=C\c3ccccc3Cl)C1=O)C2(C)C (stereo not drawn),-9%,6%,-3%,4%,0%,-6%,15%[10 µM],-5%
O=C1NC(=O)C(Nc2cccc3ccccc23)S1 (stereo not drawn),-21%,-6%,-8%,u,-8%,-1%,5%[10 µM],-16%
CSc1nnc(C(C)(C)C)c(=O)n1/N=C/c1ccccc1O,-3%,3%,1%,-5%,x,-10%,13%[10 µM],-16%
CSc1ccc(Cl)c(C(=O)Nc2ccc(Cl)cn2)c1,-5%,-15%,1%,3%,-10%,0%,-24%[10 µM],-4%
O=C1CN(C(=O)CSc2nnc3ccccn23)c2ccccc2N1,1%,8%,3%,-1%,5%,4%,7%[10 µM],-2%
Cc1cccc(N/N=C(\C=N\N)C(=O)c2ccc(Br)cc2)c1,-12%,2%,-18%,14µM*,-3%,u,10%[10 µM],11µM*[quencher]
Cc1ncc(CO)c(/C=N/NC(=O)c2ccc(O)cc2)c1O,3%,-4%,-6%,-4%,-2%,2%,11%[10 µM],-4%
CN(C)/C=C1\N=C(c2cccs2)OC1=O,-2%,3%,1%,0%,-4%,5%,7%,-2%
O=C(Nc1ccccc1Oc1ccccc1)c1ccc(Br)o1,-7%,-27%,-5%,-15%,0%,0%,2%[10 µM],-14%
O=C(NN1C(=O)c2ccccc2C1=O)c1ccccc1[N+](=O)[O-],8%,-8%,-5%,1%,1%,5%,-20%,-2%
CC(C)OCCCNC(=O)Nc1cccc2ccccc12,-7%,7%,-3%,-3%,12%,6%,17%[10 µM],5%
COc1cccc(C=Nc2cc(C)cc(C)c2)c1O,7%,2%,1%,u,-9%,-5%,25%[0.074 µM],5%
COc1ccc(/C=N\NC(=O)CCN2CCN(c3ccccc3)CC2)cc1OC,-5%,7%,-14%,u,-3%,-13%,-9%,-15%
CC(COc1ccccc1)N1CCC(CO)(Cc2ccccc2)CC1 (stereo not drawn),4%,-2%,-9%,2%,0%,4%,-31%,-1%
Cc1cc(C)n2nc(C(=O)N/N=C/c3ccc(O)cc3)nc2n1,-16%,9%,7%,u,2%,3%,16%[10 µM],-2%
Cc1ccc(NC(=O)Cn2c(=O)n(CCc3ccccc3)c(=O)c3c4c(sc32)CCCC4)cc1C,-1%[76.3 µM],x,x,2%,x,-13%,x,-15%
COc1ccc(C2CCCN2C(=O)Nc2cccc(C(C)=O)c2)cc1OC (stereo not drawn),4%,7%,-9%,-13%,-7%,4%,-25%[10 µM],5%
O=C1C2C3C=CC(C4CC34)C2C(=O)N1c1nccs1 (stereo not drawn),-1%,-4%,-3%,2%,2%,6%,x,7%
O=C1C=C(NCc2ccc(Cl)cc2)CC(c2ccco2)C1 (stereo not drawn),2%,-1%,-3%,-5%,-3%,-7%,2%,-6%
O=C(NCCOCCNC(=O)OCc1ccccc1)OCc1ccccc1,0%,-2%,-14%,-4%,0%,0%,-32%[inhibitor],-4%
CC(=O)Nc1cc(Br)ccc1O,-16%,4%,-2%,10%,12%,-5%,-8%[10 µM],7%

Some of the entries above, set out differently:
Screens in order – GAA glycogen, aGal spleen mod, GAA spleen mod, Tau ThT inhib, GAA inhib, Tau fibril FP, HTT cytoprotect, Tau fluor cs
Cc1ncc(CO)c(/C=N/NC(=O)c2ccc(O)cc2)c1O
→ 3%, -4%, -6%, -4%, -2%, 2%, 11%[10 µM], -4%
Cc1ccccc1C1C(C#N)=C2N=C(N)c3ccccc3N2C2=C1C(=O)CCC2 (stereo not drawn)
→ -7%, -2%, -1%, x, x, 8%, -11%[10 µM], u
Cc1ccc(NC(=O)Cn2c(=O)n(CCc3ccccc3)c(=O)c3c4c(sc32)CCCC4)cc1C
→ -1%[76.3 µM], x, x, 2%, x, -13%, x, -15%

Next section
compound,GAA glycogen,aGal spleen mod,GAA spleen mod,Tau ThT inhib,GAA inhib,Tau fibril FP,HTT cytoprotect,Tau fluor cs
Cc1cc(C)c2nc(N3CCC(C(=O)N4CCN(c5ncccn5)CC4)CC3)sc2c1,u,8%,3%,u,-1%,5%,15%[10 µM],-23%
COc1ccc(OC)c(C2C(C(=O)c3sc(C)nc3C)=C(O)C(=O)N2CCN2CCOCC2)c1 (stereo not drawn),-2%,-9%,-8%,u,-6%,-5%,-9%,-2%
Cc1ccc2oc(-c3ccccc3C(=O)O)cc(=O)c2c1,0%,4%,1%,-6%,u,2%,15%[0.074 µM],6%
Cc1nnc(SCc2c(Cl)cccc2Cl)s1,6%,-8%,1%,-7%,-11%,-8%,8%,-10%
COc1ccc(Cl)cc1-c1nc(-c2ccncc2)no1,5%,5%,-4%,-10%,-4%,-1%,1%[0.074 µM],-10%
CCC1=C(OC(=O)N(CC)CC)N2C(=O)OC(=NCCOC)[C@]2(Cc2ccccc2)[C@H]2C1=CC[C@H]1C(=O)N(CC(=O)OC)C(=O)[C@H]12,5%,-5%&1%,-6%&11%,-16%&0%,x,0%&7%,-23%,-16%&8%
Cc1cc(C)nc(Nc2n[nH]c(-c3ccc(N)cc3)n2)n1,-7%,2%,3%,u,-6%,6%,-54%[inhibitor],-8%
CCNC(=O)NC(=O)CSc1ccc(NC(C)=O)cc1,7%,17%,5%,5%,-3%,3%,-13%,6%
Cc1ccc(C2CC(=O)Oc3c(C(C)C)ccc(C)c32)cc1 (stereo not drawn),x,-8%[119 µM],-1%[119 µM],-17%[81.4 µM],x,7%[81.3 µM],-18%,-21%[81.3 µM]
O=C(c1ccc(Cl)cc1)N1CCn2c1nc1ccccc12,6%,11%,12%,-3%,-3%,-8%,x,-1%
CC(C)CNC(=O)COC(=O)c1cncc(Br)c1,0%,-3%,-3%,-19%,-3%,2%,-2%,-16%
COc1cc(C(=O)NC2CCCc3ccccc32)ccc1OCC(=O)Nc1ccc(F)cc1 (stereo not drawn),5%,1%,1%,12%,-2%,-11%,2%[10 µM],-2%
CCOc1cc2[nH]c(=O)n(CCC(=O)NCCc3ccc(OC)c(OC)c3)c(=O)c2cc1OCC,3%,-3%,-4%,2%,3%,-3%,-4%[10 µM],2%
COCCNC(=O)c1ccc(N2CCC3(CC2)OCCO3)c([N+](=O)[O-])c1,14%,-4%,-12%,-13%,-5%,-5%,13%[10 µM],-4%
N#Cc1ccc(COC(=O)C2CCC(=O)N2)cc1 (stereo not drawn),8%,6%,-2%,-9%,u,-2%,21%,-10%
COc1ccc(-n2c(SCc3ccccn3)nc3c(c2=O)SCC3)cc1OC,-13%,-2%,-1%,-7%,7%,-1%,6%,-9%
O=C(COC(=O)c1cnccn1)NCc1ccc(Cl)cc1,21%,2%,4%,1%,-10%,2%,23%[10 µM],-4%
Cc1cc(NC(=O)c2c(F)c(F)c(F)c(F)c2F)no1,-8%,-3%,-5%,0%,-2%,4%,-6%,5%
Cc1nnc(SCc2cccc([N+](=O)[O-])c2)s1,5%,8%,7%,-4%,-1%,5%,-49%[inhibitor],-1%
Cn1c(=O)n(Cc2ccccc2Br)c2ccccc21,23%,-9%,5%,-7%,9%,0%,x,-6%
CSc1cccc(NC(=O)N2CCCC(CNS(=O)(=O)Cc3ccccc3)C2)c1 (stereo not drawn),-9%,6%,-5%,-17%,u,-11%,7%[10 µM],u
O=C(Nc1ccccc1)C1=C[C@@H](C2CC2)C[C@@H](OCCCCO)O1,4%,1%,-5%,-6%,x,-3%,7%[10 µM],-2%
Cc1cccc(OCCCSc2nc3ccc(C)cc3[nH]2)c1,-7%,2%,1%,u,0%,-7%,43%[10 µM],u
CC(C)c1ccc(S(=O)(=O)c2cnc(SCC(=O)Nc3cccc(C(F)(F)F)c3)nc2N)cc1,0%[76.3 µM],x,x,u,x,13µM*,x,u
O=C(CNS(=O)(=O)c1cccs1)NCc1ccccc1,4%,-3%,-1%,3%,4%,-3%,-7%,4%
CC1=NN(c2ccc(C)cc2C)C(=O)C1C(c1ccccc1O)C1C(=O)N(c2ccc(C)cc2C)N=C1C (stereo not drawn),9%,-10%,-2%,-17%,-3%,-7%,1%[10 µM],-4%
Cc1ccc(NCc2nnc(SCC(=O)Nc3nnc(C)s3)n2C)cc1,-6%,-20%,3%,1%,u,0%,-34%[inhibitor],3%
